OX1R antag-1: antagonists of human orexin 1 receptor (OX1R). OX1R-expressing cells, FRET antagonist read-out. AID 485270, 2010. inhibition, % at 6.6 µM. Orexin/Hypocretin receptor type 1 (Homo sapiens), O43613. 330,000 tested, 1.8% active; in the data active means inhibition mostly above about 38%, no sharp cut-off; inactive means mostly below about 40%;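 further: 0% = agonist challenge alone and 100% = reference antagonist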
Target sequence (O43613 whole entry, looked up): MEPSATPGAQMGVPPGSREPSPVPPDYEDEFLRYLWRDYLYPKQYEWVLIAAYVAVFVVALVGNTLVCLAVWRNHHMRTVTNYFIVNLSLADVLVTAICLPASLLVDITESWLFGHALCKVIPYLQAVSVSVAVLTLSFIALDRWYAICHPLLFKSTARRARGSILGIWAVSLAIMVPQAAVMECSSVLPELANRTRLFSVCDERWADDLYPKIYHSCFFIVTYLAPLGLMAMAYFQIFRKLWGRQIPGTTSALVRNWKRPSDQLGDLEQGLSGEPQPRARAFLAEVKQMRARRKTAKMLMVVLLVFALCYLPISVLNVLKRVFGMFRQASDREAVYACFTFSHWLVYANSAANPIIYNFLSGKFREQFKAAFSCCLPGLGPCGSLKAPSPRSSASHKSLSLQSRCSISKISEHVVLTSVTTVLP
OX1R antag-2: OX1R (HCRTR1) antagonists, primary screen, fluorescence, CHO/OX1R cells, Fluo-8 calcium, orexin A; Orexin/Hypocretin receptor type 1 (Homo sapiens), O43613; Fluo-8 calcium fluorescence; inhibition, % at 5 µM; AID 434989, 2010; 330,000 tested, 0.43% active;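 active means inhibition above its plate's threshold, mean inhibition of all tested compounds on the plate plus 3 SD, cut at about 37% in these data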;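 further: 0% = orexin A challenge wells and 100% = SB-334867-A antagonist wells; not every result past the cut was called active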
Numbers without * were called inactive.

Sample of the layout (2 entries):
How did CN1CCN(S(=O)(=O)c2cccc(C(=O)Nc3sc4c(c3C(N)=O)CCCC4)c2)CC1 do in these assays?
OX1R antag-1: 18; OX1R antag-2: -16

How did CC(C)(C)NC(=O)/C=N/O do in these assays?
OX1R antag-1: 18; OX1R antag-2: -7

This part in full, previewed entries included:
How did CN1CCN(S(=O)(=O)c2cccc(C(=O)Nc3sc4c(c3C(N)=O)CCCC4)c2)CC1 do in these assays?
OX1R antag-1: 18; OX1R antag-2: -16

How did CC(C)(C)NC(=O)/C=N/O do in these assays?
OX1R antag-1: 18; OX1R antag-2: -7

Results for C[n+]1ccn(CC(=O)c2cc(C(C)(C)C)c(O)c(C(C)(C)C)c2)c1 ?
OX1R antag-1: -1; OX1R antag-2: -3

How did COc1ccc(-c2nc3c(c(SCC(=O)N4CCCC4)n2)COC(C)(C)C3)cc1 do in these assays?
OX1R antag-1: 9; OX1R antag-2: -25

What do the screens show for `COc1cc2c(cc1OC)C(c1ccc(C)o1)CC(=O)N2` (centres undefined)?
OX1R antag-1: 17; OX1R antag-2: -24

What do the screens show for `Cc1cc(NC(=O)CSc2nc3cc(Cl)ccc3o2)no1`?
OX1R antag-1: 13; OX1R antag-2: 5

How did O=C(c1ccco1)N1CCN(S(=O)(=O)c2ccc3c(c2)CCN3C(=O)C2CCC2)CC1 do in these assays?
OX1R antag-1: 20; OX1R antag-2: -19

What do the screens show for `COc1ccc(N2C(=O)C(C)C(Cc3ccc(C)cc3)C2=O)cc1` (centres undefined)?
OX1R antag-1: 13; OX1R antag-2: -25

What do the screens show for `CCCNS(=O)(=O)c1cccc(C(=O)OCc2cc(=O)oc3cc(OC)ccc23)c1`?
OX1R antag-1: 47; OX1R antag-2: 55*

What do the screens show for `CC(=O)NC(Cc1ccccc1F)C(=O)NC1CCN(C(=O)Nc2ccc(C)cc2)CC1` (centres undefined)?
OX1R antag-1: 8; OX1R antag-2: -5

What do the screens show for `C=CCn1c(SCCOc2ccc(OC)cc2)nnc1C(C)NC(=O)c1ccc(OC)cc1` (centres undefined)?
OX1R antag-1: 23; OX1R antag-2: -20

Results for COC(=O)c1nc2nc(-c3cccs3)cc(C(F)(F)F)n2n1 ?
OX1R antag-1: 77*; OX1R antag-2: -5

How did COC(=O)c1ccc(/C=C(\C#N)c2ccccn2)cc1 do in these assays?
OX1R antag-1: 45; OX1R antag-2: -23

How did CC(C)Oc1ccc(C(=O)NCc2ccco2)cc1 do in these assays?
OX1R antag-1: 15; OX1R antag-2: -17

What do the screens show for `CC1N(O)C(c2ccc(Cl)cc2Cl)N(O)C1(C)C` (centres undefined)?
OX1R antag-1: 14; OX1R antag-2: -11

How did COc1cccc(-n2c(CN3CCN(c4cccc(C)c4)C(C)C3)nc3ccc([N+](=O)[O-])cc3c2=O)c1 (centres undefined) do in these assays?
OX1R antag-1: 13; OX1R antag-2: -32

Results for O=S(=O)(Nc1ncccn1)c1ccc(NS(=O)(=O)c2cc(Cl)ccc2Cl)cc1 ?
OX1R antag-1: 4; OX1R antag-2: -9

How did Cc1cc(OC(=O)c2ccc(S(=O)(=O)N(C)C)cc2)cc(=O)o1 do in these assays?
OX1R antag-1: 9; OX1R antag-2: 4

What do the screens show for `O=C(Nc1ccccc1N1CCOCC1)c1ccco1`?
OX1R antag-1: 2; OX1R antag-2: -12

How did O=C1CC(c2ccccc2)CC(O)=C1C=NCCN1CCOCC1 (centres undefined) do in these assays?
OX1R antag-1: -4; OX1R antag-2: -6

Results for Cc1nc2c(C)cccn2c(=O)c1NC(=O)c1cccs1 ?
OX1R antag-1: 16; OX1R antag-2: -10

Results for Cc1ccc(/C=N/Nc2ccnc3cc(Cl)ccc23)c(C)c1 ?
OX1R antag-1: 23; OX1R antag-2: -20

How did O=C(Nc1nccs1)c1cncc(Br)c1 do in these assays?
OX1R antag-1: 17; OX1R antag-2: -11

Results for Cc1nc(CS(=O)(=O)c2ccccc2)cc(N2CCN(c3ccccc3F)CC2)n1 ?
OX1R antag-1: 1; OX1R antag-2: -14

What do the screens show for `Cc1cccc(NC(=O)CCCc2ccccc2)c1C`?
OX1R antag-1: 7; OX1R antag-2: -9

What do the screens show for `CC1CN(C(=O)c2ccc(NS(=O)(=O)c3ccc(F)cc3)cc2)CC(C)O1` (centres undefined)?
OX1R antag-1: 0; OX1R antag-2: 1

Results for Cc1ccc(CNC(=O)C2(C(F)(F)F)C/C(=C\Cc3ccccc3)CCCO2)o1 (centres undefined) ?
OX1R antag-1: 22; OX1R antag-2: -24

How did Cc1nc(-c2ccc(C(=O)Nc3cccc(Br)c3)cc2)cs1 do in these assays?
OX1R antag-1: 88*; OX1R antag-2: 11

Results for O=C(OCC(=O)N1CCCc2ccccc21)c1cc(Br)ccc1O ?
OX1R antag-1: 5; OX1R antag-2: -24

Results for O=C(CS(=O)CC(=O)N(CC(=O)NC1CCCC1)c1ccc2c(c1)OCCO2)Nc1ccc(F)cc1 (centres undefined) ?
OX1R antag-1: 8; OX1R antag-2: -6

What do the screens show for `O=C(CCN1CCOCC1)NNC(=O)/C(=C/c1ccccc1)NC(=O)c1ccccc1`?
OX1R antag-1: 1; OX1R antag-2: -10

How did CCc1nc2ccc(C(=O)N3CCN(c4ccccc4)CC3)cc2nc1CC do in these assays?
OX1R antag-1: 7; OX1R antag-2: -17

How did O=C(Nc1nccs1)c1nc[nH]c1C(=O)N1CCN(c2ccccc2)CC1 do in these assays?
OX1R antag-1: 10; OX1R antag-2: -2

How did N#CC1=C(N)N(c2ccccc2C#N)C2=C(C(=O)CCC2)C1c1ccsc1 (centres undefined) do in these assays?
OX1R antag-1: 10; OX1R antag-2: -12

How did Cc1ccc(C)c(N(C(=O)CNC(=O)c2ccco2)C(C(=O)NC2CCCCC2)c2cccnc2)c1 (centres undefined) do in these assays?
OX1R antag-1: -1; OX1R antag-2: -24

How did CC(=O)N/C(=C\c1ccccc1Cl)C(=O)O do in these assays?
OX1R antag-1: 6; OX1R antag-2: -7

Results for COc1cccc(CNS(=O)(=O)c2cn(C)cn2)c1 ?
OX1R antag-1: -3; OX1R antag-2: -4

What do the screens show for `COc1cccc(NC(=O)N2CCC(NC(=O)c3ccco3)CC2)c1`?
OX1R antag-1: 10; OX1R antag-2: -12

Results for COc1ccc(NC(=O)CSc2nc(C)cs2)cc1OC ?
OX1R antag-1: 4; OX1R antag-2: -13

Results for CC(=O)/C=C1\N(C)c2ccc(C)cc2C1(C)C ?
OX1R antag-1: 22; OX1R antag-2: 6

Results for COC(=O)C1=C(C(=O)OC)C(c2cc([N+](=O)[O-])ccc2O)c2sc(=O)[nH]c2S1 (centres undefined) ?
OX1R antag-1: 28; OX1R antag-2: -7

How did COc1ccccc1N(C(=O)NCc1ccccc1)C1=NCC(C)S1 (centres undefined) do in these assays?
OX1R antag-1: 7; OX1R antag-2: -9

What do the screens show for `CC(=O)Nc1c(O)[nH]c2ccccc12`?
OX1R antag-1: -2; OX1R antag-2: -5

Results for O=C(Nc1nc(-c2ccc(S(=O)(=O)N3CCCC3)cc2)cs1)C1COc2ccccc2O1 (centres undefined) ?
OX1R antag-1: 42; OX1R antag-2: 1

How did O=C(CN1C(=O)/C(=C/c2ccccc2)SC1=S)N1CCN(CCc2ccccn2)CC1 do in these assays?
OX1R antag-1: 8; OX1R antag-2: -47

What do the screens show for `O=S(=O)(c1cccc(-c2nnco2)c1)N1CCOCC1`?
OX1R antag-1: 0; OX1R antag-2: -10

Results for CC(C)NC(=O)NC(=O)COC(=O)c1ccccc1F ?
OX1R antag-1: 8; OX1R antag-2: -2

What do the screens show for `COC/C=C/C1=CC2=CC(=O)C(C)(OC(=O)c3cnc4ccccc4n3)C(=O)C2=CN1Cc1ccc(OC)cc1` (centres undefined)?
OX1R antag-1: 37; OX1R antag-2: -26

What do the screens show for `COc1ccccc1N1CCN(c2cc(N3CCCC3)nc(C)n2)CC1`?
OX1R antag-1: 5; OX1R antag-2: -22

Results for O=S(=O)(c1cnc(Cl)c(Cl)c1)N1CCCc2ccccc21 ?
OX1R antag-1: 18; OX1R antag-2: -23

How did Cc1cc(OCC(=O)N2CCOCC2)ccc1[N+](=O)[O-] do in these assays?
OX1R antag-1: 11; OX1R antag-2: -3

Results for O=C(NCc1ccco1)c1cc2c(s1)CCCCC2 ?
OX1R antag-1: 2; OX1R antag-2: -30

What do the screens show for `COc1ccc(OC)cc1`?
OX1R antag-1: 9; OX1R antag-2: -1

How did COc1ccc(OC)c(CCNC(=O)CCn2nc(C)c3c(C)n(-c4ccccc4)nc3c2=O)c1 do in these assays?
OX1R antag-1: 8; OX1R antag-2: -11

How did Cc1ccc(Sc2ncccc2COC(=O)Nc2ccccc2)cc1 do in these assays?
OX1R antag-1: 36; OX1R antag-2: -6

Results for Cn1nnnc1SCC(=O)N1CCCCC1 ?
OX1R antag-1: 8; OX1R antag-2: -14

Results for CN1CCN(C(=O)CN(c2cccc(Br)c2)S(=O)(=O)c2ccccc2)CC1 ?
OX1R antag-1: 4; OX1R antag-2: -22

What do the screens show for `C#Cc1ccc([C@H]2C=C(C(=O)NCc3nc4ccccc4[nH]3)O[C@@H](OCC)[C@@H]2CCCO)cc1`?
OX1R antag-1: 7; OX1R antag-2: -34

What do the screens show for `CCN1CCN(CCNC(=O)CCc2c(C)c3c(C)nn(-c4ccccc4)c3n(C)c2=O)CC1`?
OX1R antag-1: 8; OX1R antag-2: -16

Results for O=C(OCCN1CCOCC1)c1ccc(O)cc1 ?
OX1R antag-1: 4; OX1R antag-2: 2

What do the screens show for `O=C(NCC1CCCO1)c1ccc(COc2ccccc2)cc1` (centres undefined)?
OX1R antag-1: 31; OX1R antag-2: -7

What do the screens show for `CC(=O)N1CCc2c(sc(NC(=O)c3ccc4c(c3)OCCO4)c2C#N)C1`?
OX1R antag-1: 13; OX1R antag-2: -23

How did Cc1cc(=O)[nH]c(N/N=C/c2cccc([N+](=O)[O-])c2)n1 do in these assays?
OX1R antag-1: 29; OX1R antag-2: 4

Results for CCOc1ccc(NC(=O)CN(c2ccc(C)cc2)S(=O)(=O)c2c(C)nn(C)c2C)cc1 ?
OX1R antag-1: 2; OX1R antag-2: -83

What do the screens show for `COc1cccc(-c2cc(C(=O)N/N=C/c3ccc(OC)c(COC(C)=O)c3)c3ccccc3n2)c1`?
OX1R antag-1: 31; OX1R antag-2: -8

Results for COc1ccc(N(C(=O)c2cccnc2)S(=O)(=O)c2cccs2)cc1 ?
OX1R antag-1: 15; OX1R antag-2: -4

How did COC(C[C@H](O)CC(=O)[C@@H](C)OCc1ccccc1)OC do in these assays?
OX1R antag-1: 18; OX1R antag-2: -12

How did Cc1ccc(NC(=O)c2cccc(NC3=NC4CS(=O)(=O)CC4S3)c2)cc1 (centres undefined) do in these assays?
OX1R antag-1: -1; OX1R antag-2: -16

Results for CC(=O)c1ccc(N2CCN(C(=O)c3ccc4ccccc4n3)CC2)cc1 ?
OX1R antag-1: 16; OX1R antag-2: -12

Results for C=CCOc1ccc(/C=N/O)cc1Cl ?
OX1R antag-1: 11; OX1R antag-2: -3

How did C=CCNC(=S)NNC(=O)COc1ccc(Cl)cc1Cl do in these assays?
OX1R antag-1: 1; OX1R antag-2: -12

What do the screens show for `CC(C)(C)c1ccc(NC(=O)COC(=O)C2(C)CC2(Cl)Cl)cc1` (centres undefined)?
OX1R antag-1: 18; OX1R antag-2: -6

3 entries picked at random from those above:
How did COC(C[C@H](O)CC(=O)[C@@H](C)OCc1ccccc1)OC do in these assays?
OX1R antag-1: 18; OX1R antag-2: -12

What do the screens show for `CC(=O)N1CCc2c(sc(NC(=O)c3ccc4c(c3)OCCO4)c2C#N)C1`?
OX1R antag-1: 13; OX1R antag-2: -23

Results for C=CCOc1ccc(/C=N/O)cc1Cl ?
OX1R antag-1: 11; OX1R antag-2: -3

Next section:
What do the screens show for `O=C(CCCn1c(SCc2cc(=O)n3ccccc3n2)nc2ccccc2c1=O)NCC1CCCO1` (centres undefined)?
OX1R antag-1: 11; OX1R antag-2: -24

What do the screens show for `Nc1ccc(Sc2cnn(-c3ccccc3)c(=O)c2Cl)cc1`?
OX1R antag-1: 23; OX1R antag-2: 1

Results for O=C(CCOc1ccccc1)Nc1cccc([N+](=O)[O-])c1 ?
OX1R antag-1: 20; OX1R antag-2: -3

How did COc1ccc(NC(=O)C2CCC(=O)N2S(=O)(=O)c2ccc(C)cc2)cc1Cl (centres undefined) do in these assays?
OX1R antag-1: 18; OX1R antag-2: -8

What do the screens show for `COc1cc(C(=O)NCCc2cn3ccccc3n2)cc(OC)c1OC`?
OX1R antag-1: 8; OX1R antag-2: -8

Results for O=C(Cc1ccc(Cl)cc1)NCCc1ccc(F)cc1 ?
OX1R antag-1: 14; OX1R antag-2: -12

How did c1ccc(Cn2ncc3c(N4CCCCC4)ncnc32)cc1 do in these assays?
OX1R antag-1: 18; OX1R antag-2: -22

What do the screens show for `O=C(Cc1cccs1)Nc1ccccc1F`?
OX1R antag-1: 10; OX1R antag-2: -11

How did CN(C)C1=NCC(CSC(=N)N)S1 (centres undefined) do in these assays?
OX1R antag-1: 16; OX1R antag-2: -9

What do the screens show for `CCCN(CCC)C(=O)Cn1c(=O)n(CCCCC(=O)NC2CCCC2)c(=O)c2ccccc21`?
OX1R antag-1: -3; OX1R antag-2: -14

What do the screens show for `COc1ccc(OC)c(C2/C(=C(/O)c3cnn(-c4ccccc4)c3C)C(=O)C(=O)N2CCN(C)C)c1` (centres undefined)?
OX1R antag-1: 10; OX1R antag-2: -14

An excerpt from the list above:
What do the screens show for `O=C(Cc1cccs1)Nc1ccccc1F`?
OX1R antag-1: 10; OX1R antag-2: -11

How did CN(C)C1=NCC(CSC(=N)N)S1 (centres undefined) do in these assays?
OX1R antag-1: 16; OX1R antag-2: -9

What do the screens show for `CCCN(CCC)C(=O)Cn1c(=O)n(CCCCC(=O)NC2CCCC2)c(=O)c2ccccc21`?
OX1R antag-1: -3; OX1R antag-2: -14

Bioassay records deposited in PubChem BioAssay by The Scripps Research Institute Molecular Screening Center.
